Screening data as filed in PubChem.
SRC3 inh – SRC3 coactivator transcriptional activity inhibitors, primary screen, cell-based, luminescence. Nuclear receptor coactivator 3 (Homo sapiens), Q9Y6Q9. HEK293 GAL4-SRC3 luciferase reporter. inhibition, % at 3.6 µM. 360,000 compounds, 0.17% hits;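 active means inhibition above a per-campaign cutoff, the mean of all compounds plus 3 SD, cut at about 60% in these data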;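 further: 0% = DMSO-treated cells and 100% = gossypol-treated cells at 36 µM; higher means less SRC3-driven luciferase light from the GAL4 reporter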
Granule exo inh – LAMP-1 surface exposure blockers, TALL-104 cells – cell-based, flow cytometry, MLPCN library, primary screen. TALL-104 LAMP-1 surface exposure; cells stimulated with thapsigargin and PMA. inhibition, % at 10 µM. 360,000 compounds, 0.66% hits;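 active means inhibition above about 55%, limit read from the data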
ABHD5-PLIN5 inh – ABHD5-PLIN5 interaction inhibitors, primary screen, cell lysate, split luciferase complementation, luminescence; Split G. princeps luciferase complementation, 4 h; inhibition, % at 4 µM; 360,000 compounds, 0.78% hits;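 active means inhibition above the mean inhibition across every tested compound plus 3 SD, cut at about 22% in these data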;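 further: 0% = DMSO only wells and the 100% control is not disclosed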
TROY NFkB inh – inhibitors of TROY-driven NF-kB signaling, primary screen, Q293 LMP1-TROYcd cells, NF-kB luciferase, uHTS; Q293 LMP1-TROYcd NF-kB luciferase reporter, 4 h; inhibition, % at 10 µM; 360,000 compounds, 0.98% hits; AID 1347056, 2019;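 active means compounds whose plate-normalised and pattern-corrected inhibition of the luciferase reporter signal at the single screening dose is 50% or more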
TWEAK-Fn14 inh – inhibitors of TWEAK-Fn14 signaling, primary screen, luciferase reporter cells, uHTS. inhibition, % at 10 µM. TWEAK-stimulated Fn14 reporter cells, luciferase luminescence, 8 h. AID 1159606, 2016. 360,000 compounds, 2% hits; in the data active means inhibition above about 50%
SRC2 inh – inhibition of GAL4-SRC2 driven luciferase reporter, primary screen, SRC2 inhibitor project, cell-based, luminescence; Nuclear receptor coactivator 2 (Homo sapiens), Q15596; HEK293 GAL4-SRC2 luciferase reporter; inhibition, % at 9 µM; 370,000 compounds, 0.17% hits;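 active means inhibition above the mean inhibition of all tested compounds plus 3 SD, set per campaign, cut at about 52% in these data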;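 further: 0% = DMSO treated cells and 100% = cells given Gossypol at 36 µM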
NR2F2 inh – NR2F2 transcriptional activity inhibitors, primary screen, cell-based, luciferase reporter, HEK293T, luminescence; COUP transcription factor 2 (Homo sapiens), P24468; HEK293T NGFI-A luciferase reporter; inhibition, % at 8.6 µM; 370,000 compounds, 0.7% hits;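 active means inhibition above a per-plate cutoff, mean inhibition of test wells between control levels plus 3 SD, cut at about 38% in these data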;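 further: cells cotransfected with COUP-TFII expression vector driving the NGFI-A reporter; 0% = median of COUP-TF2 test wells and 100% = reporter-only cells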
TLR9-MyD88 block – inhibitors of TLR9-MyD88 association in cells, primary screen, cell-based, CHO, BLA complementation, fluorescence; 340,000 compounds, 0.21% hits; inhibition, % at 4.98 µM; CCF4 FRET ratio; Toll-like receptor 9 (Homo sapiens) + Myeloid differentiation primary response protein …; AID 504734, 2011;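 active means inhibition above the mean over all tested compounds plus 3 SD, cut at about 21% in these data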;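 further: 0% = DMSO only wells and 100% = clavulanate BLA inhibitor control wells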
LRH-1 inv ag – LRH-1 (NR5A2) inverse agonists, primary screen, cell-based, luminescence, HEK293T, StAR-luciferase reporter | LRH-1 transfected, 24 h | inhibition, % at 3.6 µM | 360,000 compounds, 0.13% hits;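 active means inhibition above the mean inhibition of all tested compounds plus 3 SD, cut at about 73% in these data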;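 further: 0% = DMSO wells and 100% = reporter-only cells lacking LRH-1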
Target sequence (O00482 whole entry, looked up): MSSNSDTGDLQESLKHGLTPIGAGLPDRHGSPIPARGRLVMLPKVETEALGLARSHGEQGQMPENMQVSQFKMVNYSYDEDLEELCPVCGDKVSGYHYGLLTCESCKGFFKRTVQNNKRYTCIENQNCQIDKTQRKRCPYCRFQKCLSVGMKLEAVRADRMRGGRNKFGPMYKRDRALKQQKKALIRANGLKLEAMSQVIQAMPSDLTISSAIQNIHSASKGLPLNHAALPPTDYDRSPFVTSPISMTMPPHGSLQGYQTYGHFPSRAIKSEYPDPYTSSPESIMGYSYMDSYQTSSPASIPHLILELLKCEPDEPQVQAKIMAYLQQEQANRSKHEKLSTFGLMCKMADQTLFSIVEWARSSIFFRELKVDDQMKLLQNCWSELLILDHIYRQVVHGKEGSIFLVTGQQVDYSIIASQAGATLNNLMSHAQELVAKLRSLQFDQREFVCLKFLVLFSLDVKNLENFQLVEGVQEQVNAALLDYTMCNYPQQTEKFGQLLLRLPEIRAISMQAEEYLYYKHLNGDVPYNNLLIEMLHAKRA
NCOA1 inh – SRC1 coactivator transcriptional activity inhibitors, primary screen, cell-based, luminescence; Nuclear receptor coactivator 1 (Homo sapiens), Q15788; 360,000 compounds, 0.12% hits; inhibition, % at 3.6 µM; AID 588354, 2011; HEK293 GAL4-SRC1 luciferase reporter;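 active means inhibition above the campaign mean plus 3 SD, with each screening campaign given its own cutoff, cut at about 60% in these data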;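 further: 0% = DMSO treated cells and 100% = gossypol at 36 µM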
NOD2-RIPK2 inh – NOD2-RIPK2 binding disruptors in cells, primary screen, fluorescence, CHO cells, BLA complementation; Receptor-interacting serine/threonine-protein kinase 2 (Homo sapiens), O43353; CCF4 ratio; inhibition, % at 4.98 µM; 360,000 compounds, 0.38% hits; AID 624267, 2012; in the data active means inhibition above about 21%;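 further: 0% = vehicle only and 100% = reference blocker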
Target sequence (O43353 whole entry, looked up): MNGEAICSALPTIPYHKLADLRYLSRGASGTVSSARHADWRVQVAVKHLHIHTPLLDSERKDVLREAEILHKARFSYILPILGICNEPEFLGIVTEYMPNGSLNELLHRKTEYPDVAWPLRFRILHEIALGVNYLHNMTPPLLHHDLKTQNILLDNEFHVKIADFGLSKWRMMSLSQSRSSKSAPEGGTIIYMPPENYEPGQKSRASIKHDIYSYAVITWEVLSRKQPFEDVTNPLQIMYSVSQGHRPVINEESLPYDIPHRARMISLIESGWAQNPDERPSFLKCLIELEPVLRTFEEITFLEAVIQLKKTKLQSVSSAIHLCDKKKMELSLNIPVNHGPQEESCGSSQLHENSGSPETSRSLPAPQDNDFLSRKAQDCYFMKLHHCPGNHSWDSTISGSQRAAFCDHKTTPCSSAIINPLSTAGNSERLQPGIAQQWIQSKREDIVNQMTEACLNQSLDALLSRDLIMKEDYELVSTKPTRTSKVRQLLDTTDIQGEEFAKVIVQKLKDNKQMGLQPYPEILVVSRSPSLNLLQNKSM
The depositor's hits bear a star; . = no result given. An excerpt. The share of hits here may be higher or lower than overall.

SMILES	SRC3 inh	Granule exo inh	ABHD5-PLIN5 inh	TROY NFkB inh	TWEAK-Fn14 inh	SRC2 inh	NR2F2 inh	TLR9-MyD88 block	LRH-1 inv ag	NCOA1 inh	NOD2-RIPK2 inh
CN1CC[n+]2cnc3ccccc3c21	0	1	-2	13	7	11	-8	-1	-12	-3	-6
C=CCc1cc(C=O)cc(OC)c1OCc1ccc(Cl)cc1	-7	-3	-11	4	3	2	17	-11	-4	-9	-3
CN(CCc1ccccn1)C(=O)Nc1ccc(C(C)(C)C)cc1	24	4	0	-12	4	-12	-3	0	-18	-18	-7
CN(c1ccccc1)S(=O)(=O)c1ccc(C(=O)NCc2ccco2)cc1	2	2	-6	-9	9	-1	11	-8	1	-17	0
COc1cc(Nc2ncnc(N)n2)cc(OC)c1	17	-2	8	9	-2	-7	12	9	7	-13	-1
CC(C)CC(=O)NCc1ccc2[nH]c3c(c2c1)CCCC3	2	-2	0	-2	-1	-17	-1	6	2	4	-2
O=C(O)C1CC(=O)N(c2ccc(OCc3ccccc3Cl)cc2)C1 (stereo not given)	25	7	-4	-30	4	-5	11	0	-2	-4	-8
COc1ccc2nc(Nc3nc(-c4cc5ccccc5oc4=O)cs3)sc2c1	-25	1	1	2	64*	-8	-14	-3	13	-20	4
CN(C)c1ccc(-c2ccnc3c2CC(C)(C(=O)NCCc2ccccc2)O3)cc1 (stereo not given)	-5	2	-6	0	-1	-35	-5	.	20	0	-2
CCC1(CC)SCCNC1=O	-9	0	-7	-3	-11	-35	-3	-17	-14	-3	0
CCN(CC)C(=O)Cn1cc(C(=O)C(=O)NCCCn2ccnc2)c2ccccc21	15	-1	-3	2	-2	6	6	3	6	-5	0
CN(C(=O)CSc1nnc(C(F)(F)F)n1N)C1CCS(=O)(=O)C1 (stereo not given)	8	-3	-1	0	14	-15	-7	1	-24	-11	7
O=c1[nH]cnc2ncc(-c3ccc(O)cc3)nc12	11	-3	-8	-12	-6	-15	-13	-6	-6	-3	13
O=C(CCS(=O)(=O)Cc1ccccc1)NC1CCCCC1	18	2	-2	13	-8	6	-7	3	9	8	4
O=C(Nn1c(-c2ccccc2)nc2ccccc2c1=O)c1ccco1	-5	-5	2	-6	-7	-24	14	-7	14	-2	5
Cc1ccc2[nH]cc(C(=O)CN3CCOCC3)c2c1	22	-1	6	-7	22	.	.	0	26	-16	14
Cc1ccc(S(=O)(=O)N(Cc2cccnc2)Cc2cc3ccccc3[nH]c2=O)cc1	-6	7	7	-28	-12	-9	7	-4	-10	3	-3
O=C(CN1CCN(c2ncccn2)CC1)NCc1ccccc1	4	2	5	-4	30	27	-11	-1	-8	9	4
O=C1c2ccccc2C(c2nnnn2-c2ccc3c(c2)OCCO3)N1C1CC1 (stereo not given)	.	-2	5	-18	2	16	-1	.	14	.	-5
O=C(Nc1cc(Cl)cc(Cl)c1)Nc1cnccn1	5	4	-10	24	19	11	0	3	-11	-13	-1

Next section; the last 3 above are carried over.
SMILES	SRC3 inh	Granule exo inh	ABHD5-PLIN5 inh	TROY NFkB inh	TWEAK-Fn14 inh	SRC2 inh	NR2F2 inh	TLR9-MyD88 block	LRH-1 inv ag	NCOA1 inh	NOD2-RIPK2 inh
O=C(CN1CCN(c2ncccn2)CC1)NCc1ccccc1	4	2	5	-4	30	27	-11	-1	-8	9	4
O=C1c2ccccc2C(c2nnnn2-c2ccc3c(c2)OCCO3)N1C1CC1 (stereo not given)	.	-2	5	-18	2	16	-1	.	14	.	-5
O=C(Nc1cc(Cl)cc(Cl)c1)Nc1cnccn1	5	4	-10	24	19	11	0	3	-11	-13	-1
COCCNC(=O)/C(C#N)=C/c1ccc(N2CCOCC2)o1	21	0	10	0	-6	-7	33	4	10	-5	-3
CCCCn1c(/N=C/c2cc(OC)ccc2O)nc2ccccc21	12	-3	1	15	4	25	4	-1	-11	8	-3
CSc1ccccc1OCc1cc(C(=O)N2CCC(c3ccncc3)CC2)no1	4	9	-1	-1	26	16	58*	-7	31	5	5
COC(=O)c1ccc(NC(=O)c2ccccc2SC)cc1	-29	1	3	-25	-6	-26	-21	-6	-50	-17	5
CC1CCN(C(C(=O)O)c2ccccc2)CC1 (stereo not given)	-19	-4	0	12	-3	14	-14	.	4	9	1
CCOC(=O)C(C)C1(O)c2ccccc2-c2ncccc21 (stereo not given)	12	-1	-4	-3	8	7	-8	1	12	14	-8
COc1ccc(C(CNC(=O)c2cccc(S(=O)(=O)Nc3ccc(C)cc3)c2)N2CCOCC2)cc1 (stereo not given)	6	-1	-4	-5	-17	16	5	-5	26	4	3
CCCCC(=O)N1CCCC(c2nc3c(nnn3Cc3cc(C)ccc3C)c(=O)[nH]2)C1 (stereo not given)	6	2	-5	0	-12	-4	8	-2	-20	-2	-1
CC(Oc1ccccc1)C(=O)Nc1ccc(S(=O)(=O)NCC2CCCO2)cc1 (stereo not given)	19	2	-4	13	3	15	-2	-16	7	1	-8
O=C(NC(=S)Nc1ccccc1)c1ccc(Br)o1	-53	-3	2	-50	-32	-71	-32	6	-59	-166	4
COC(=O)c1c(NC(=O)CN(C)CC(=O)Nc2ccc(C)cc2)sc2c1CCC(C)C2 (stereo not given)	-11	0	0	3	-11	-3	12	3	10	-25	-5
Cc1ccc(C)c(OCCC(=O)OCC(=O)NC(=O)NCc2ccccc2)c1	12	-2	6	0	6	-14	-5	-4	17	-8	-5
Cc1cc([N+](=O)[O-])nn1CC(=O)NC1CCCCC1	1	-5	9	9	15	3	-13	6	6	7	3
Cc1cc(=O)oc2cc3c(cc12)OCO3	-1	-4	2	-8	5	9	5	14	0	2	-7
CCOC(=O)c1cnc(SC)nc1Oc1cccc(NS(=O)(=O)c2ccc(C)cc2)c1	-9	-3	1	14	26	-15	7	-25	-5	-9	0
CCOC(=O)c1cnn2c(SC)ncnc12	-8	7	-1	-3	-1	11	7	-11	-12	-4	-7
Cc1ccc(NC(=S)Nc2ccc3cn[nH]c3c2)c(C)c1	2	0	-13	9	-3	-4	-13	-1	-7	5	7
CC(=O)c1cc(NC(=O)c2cccc(C(F)(F)F)c2)c(=O)oc1/C=C/N(C)C	11	3	-3	11	5	0	8	-5	3	-19	0
Cc1cc(NC(=O)Cc2ccccc2)no1	14	1	2	-20	14	-4	6	-4	1	23	-3
CC1CCCN(C(=O)COC(=O)C2CCN(S(=O)(=O)c3c(Cl)cccc3Cl)CC2)C1 (stereo not given)	17	-1	6	16	0	-10	0	4	8	6	-8
Cc1cc2c(cc1C)NC1(C[C@H]3CCC(=O)N4CC[C@@H](C1)[C@@H]34)C(=NC(C)(C)CC(C)(C)C)N2 (stereo not given in full)	-5	1	-12	10	1	-3	4	0	5	-8	14
CCOC(=O)[C@@H]1[C@H]2COc3cc(OC)ccc3[C@H]2N2C(=O)N(c3cccc(Cl)c3)C(=O)[C@@]12C	6	-10	-5	2	-32	.	.	-4	10	1	-13
CC(O)CCC(=O)NNC(=S)Nc1ccccc1 (stereo not given)	11	-2	-5	-39	0	-26	17	6	-2	3	6
NC(=O)c1ccc(OCc2ccccc2)nc1	-72	2	4	-68	6	-51	-26	9	-81	-51	-8
COc1cc(/C=N/NC(=O)CC2C(=O)NN=C2C)ccc1O (stereo not given)	-4	7	-6	5	6	-6	17	-4	-1	7	7
N#CCCCSc1nnnn1-c1cccc(Cl)c1	16	2	-2	-7	10	-41	-4	2	9	-6	4
Cc1cccc(Nc2nc(NCc3ccco3)nc(N)c2[N+](=O)[O-])c1	15	8	-6	-11	-10	-8	-5	-9	3	-3	-2
O=C(CCCn1c(=O)[nH]c2cc(Cl)ccc2c1=O)NCCN1CCN(c2ccccc2)CC1	7	0	3	-5	15	18	3	-9	-3	-17	-4
O=C(O)c1nc2nc(Cl)c(Cl)nc2[nH]1	-5	0	-6	-2	40	8	-2	7	-10	2	-8
Cc1cc(NC(=O)CSc2ccc3nnc(-c4ccccc4)n3n2)no1	-17	1	4	-6	-15	-4	4	3	-4	3	3
CSc1nc2sc3c(c2c(=O)[nH]1)CCCC3	7	0	4	-20	-5	1	-1	3	-5	-39	-4
O=C(/C=C/c1ccccc1)c1cc(Br)ccc(=O)c1O	9	4	44*	-15	2	-4	6	3	-13	4	-1
O=c1c(C(c2ccc(O)cc2)c2c(O)nc3n(c2=O)CCCS3)c(O)nc2n1CCCS2	-4	1	29*	9	-7	-2	7	-8	8	5	1
O=C(NCc1cccnc1)C1CCCN1S(=O)(=O)c1ccc(Cl)cc1 (stereo not given)	1	2	-9	-9	13	3	-22	-2	5	15	-5
O=C(Nc1cccnc1Cl)c1cc(-c2cccc(O)c2)on1	-74	-5	3	-9	-24	-35	-9	6	7	-43	-4
CN(C(=O)COC(=O)CNC(=O)c1ccccc1F)C1CCCCC1	-14	1	12	-13	1	-19	-3	9	5	4	-7
Cc1ccc(S(=O)(=O)NCC(=O)OCC(=O)Nc2cccc(S(=O)(=O)NC3=NCCCCC3)c2)cc1	16	3	1	3	28	-10	-6	-9	10	5	-3
CN1CCN(c2ccc(NC(=O)c3ccco3)cc2Cl)CC1	-74	7	-2	50*	39	-64	-55	-2	-104	-121	-4
C=CCN1C(=O)C2C(C(=O)NCc3ccccc3)C3(C)C=CC2(O3)C1C(=O)NC(C)(C)C (stereo not given)	16	0	-6	-9	1	-11	-32	2	-17	-4	1
O=C(COC(=O)c1ccccc1C(=O)c1ccc(Cl)cc1)NCC1CCCO1 (stereo not given)	12	-3	3	-4	-5	1	-12	-9	-23	3	-1
Cc1ccc(N(Cc2ccccc2)C(=O)c2ccc(F)cc2)cc1	-28	2	-2	-44	-22	-31	-21	-2	-26	-40	-5
C/C(=N\NC(=O)c1nnn(-c2nonc2N)c1CSc1ccc(C)cc1)c1cccs1	12	0	10	0	-7	-10	16	-7	-16	14	-17
COc1cccc(NC(=O)CN(C)C(=O)c2ccc(-c3ccccc3Cl)o2)c1	6	1	-12	6	-8	-39	-13	-15	5	-1	-1
COc1ccccc1-c1nnc(SC(C(=O)c2c[nH]c3ccccc23)c2ccccc2)n1C (stereo not given)	6	-11	3	34	43	-33	11	-10	18	-4	6
CCc1nc2c(OCCc3cccc(OC)c3)cccn2c1N(C=O)Cc1ccccc1	-17	1	6	-5	-4	-11	-13	.	15	6	12
